# From PubChem BioAssay
# GSK3 alpha inh – blockers of GSK3A enzyme activity – biochemical, luminescence, cell-free homogeneous, HTS, primary screen; Glycogen synthase kinase-3 alpha (Homo sapiens), P49840; GSK-3 alpha kinase, ADP-Glo luminescence, 60 min; inhibition, % at 10 µM; actives 0.1% (n = 320,000);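 in the data active = inhibition above about 50%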;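 note: GST-tagged GSK-3 alpha with peptide substrate and 25 µM ATP; 0% = DMSO neutral wells and 100% = GW8510 positive control wells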
# Target sequence (P49840 whole entry, looked up): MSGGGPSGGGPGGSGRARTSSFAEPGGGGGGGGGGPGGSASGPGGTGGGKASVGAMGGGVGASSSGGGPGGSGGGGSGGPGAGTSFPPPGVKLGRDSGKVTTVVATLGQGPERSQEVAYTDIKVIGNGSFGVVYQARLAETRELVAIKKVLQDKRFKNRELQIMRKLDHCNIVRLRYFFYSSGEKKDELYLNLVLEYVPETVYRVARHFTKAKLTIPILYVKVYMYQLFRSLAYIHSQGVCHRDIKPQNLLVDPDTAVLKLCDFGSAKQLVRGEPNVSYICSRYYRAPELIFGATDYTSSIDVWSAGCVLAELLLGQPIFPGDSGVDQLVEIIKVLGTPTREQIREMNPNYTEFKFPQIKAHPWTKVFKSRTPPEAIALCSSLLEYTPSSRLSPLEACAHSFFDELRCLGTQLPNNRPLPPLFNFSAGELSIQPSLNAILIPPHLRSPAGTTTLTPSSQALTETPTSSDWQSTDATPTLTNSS
# Platelet DG rel – inhibitors of platelet dense granule secretion, primary screen, cell-based, MLPCN, human platelets | human platelet-rich plasma, SFLLRN dense granule ATP release, luminescence | inhibition, %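 (compounds screened at 7.5 µM in platelet-rich plasma)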 | actives 0.22% (n = 300,000) | AID 1663, 2009;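 active = mean replicate score, as percent of positive control, at or above 50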
# HSF1 inh – HSF1 inhibitors in luciferase reporter cells, primary screen, cell-based, NIH3T3, luminescence; NIH3T3-HGL HSE-luciferase, MG132-induced, luminescence 8 h; stronger effect = lower value; activity change, negative = inhibition, % at 7.5 µM (by protocol); actives 0.77% (n = 300,000);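 active = more than half of replicate wells show activity change below -50%, luminescence cut by over half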;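 note: luciferase reports HSF-1 transcriptional activity via heat shock element; 0% = median of DMSO wells and -100% = zero luminescence signal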
# HSF1 activator – HSF-1 activators, primary screen, NIH3T3-HGL cells, MG132 stress, luminescence, single point; NIH3T3-HGL HSF-1 luciferase reporter, 8 h; 100% = twice DMSO control signal; activation, % at 9 µM; actives 1.7% (n = 300,000); AID 504408, 2011;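 active = mean replicate activation of at least 50% with a set share of replicates each reaching 50%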;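 note: 0% = median of the neutral control wells and 100% = twice that signal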
# Dyrk1A ADPGlo – rat Dyrk1A kinase inhibitors, primary screen, biochemical, single point, plate reader; Dual specificity tyrosine-phosphorylation-regulated kinase 1A (Rattus norvegicus), Q63470; ADP-Glo luminescence, NFATc1 peptide; inhibition, % at 12.5 µM; actives 0.43% (n = 310,000); AID 504441, 2011; in the data active = inhibition above about 50%;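 note: plate controls were vehicle with enzyme for no effect and no enzyme for full effect; many of its hits are not listed in these tables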
# KLF5 inhibitor – KLF5 expression inhibitors, primary screen, DLD-1 cells, luminescence | DLD-1 KLF5 promoter-luciferase reporter | inhibition, % at 5 µM | actives 0.23% (n = 290,000) | AID 1700, 2009;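 active = inhibition above a per-plate limit of that plate's mean compound inhibition plus 3 SD, cut at about 60% in these data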;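 note: 0% = DMSO wells and 100% = LY294002 at 200 µM; higher means less KLF5 promoter-driven luciferase light; inactives centre near -14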
# aSyn 5UTR inh – MLPCN primary screen, SNCA 5' untranslated region. alpha-synuclein 5'UTR reporter, inhibitor activity. inhibition, % (tested at 7.5 µM). actives 0.82% (n = 300,000); in the data active = inhibition above about 60%;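 note: H4 neuroglioblastoma cells stably carrying SNCA 5'UTR luciferase fusion; 0% = DMSO wells and 100% = positive control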
# IEC-6 cytotox – cytotoxicity in IEC-6 intestinal epithelial cells, primary screen, cytotoxicity control for KLF5 inhibitor project, cell-based, luminescence | IEC-6 cytotoxicity, luminescence viability | actives 0.78% (n = 290,000) | inhibition, % at 5 µM; in the data active = inhibition above about 22%;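 note: 0% = plate median of test compound wells and 100% = cytotoxic reference compound wells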
# GSK3B inh – human GSK3beta kinase inhibitors, primary screen, biochemical, cell-free homogeneous, HTS. Glycogen synthase kinase-3 beta (Homo sapiens), P49841. GST-GSK3beta kinase, ADP-Glo luminescence, 60 min; stronger effect = lower value. activity score (negative = inhibition), % at 10 µM. actives 0.038% (n = 300,000). AID 2097, 2009;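 active = more than half of replicate wells score below -50%, meaning over 50% inhibition versus plate controls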;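 note: 0% = median DMSO wells and -100% = median GW8510 positive control wells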
# Target sequence (P49841 whole entry, looked up): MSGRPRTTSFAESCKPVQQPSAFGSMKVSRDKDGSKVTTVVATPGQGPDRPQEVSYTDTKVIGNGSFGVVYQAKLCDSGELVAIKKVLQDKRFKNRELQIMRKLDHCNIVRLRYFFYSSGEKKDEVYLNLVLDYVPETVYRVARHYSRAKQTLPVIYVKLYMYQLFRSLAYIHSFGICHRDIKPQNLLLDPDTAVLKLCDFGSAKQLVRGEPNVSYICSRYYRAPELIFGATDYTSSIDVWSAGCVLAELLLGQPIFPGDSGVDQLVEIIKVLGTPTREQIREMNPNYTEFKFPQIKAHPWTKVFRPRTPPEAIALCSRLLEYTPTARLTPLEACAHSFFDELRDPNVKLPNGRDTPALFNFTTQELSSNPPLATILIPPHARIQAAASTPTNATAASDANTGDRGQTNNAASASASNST
#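 Test system: GST-fused GSK3beta enzyme, cell-free | Quantity: 1.6 ng GST-GSK3beta enzyme per well | Reagent: 25 µM ATP with peptide substrate | Schedule: 60 min enzyme reaction, room temperature | Signal: Luminescent ADP-Glo measurement of ADP formed | Read-out basis: Score relative to plate controls | Control set: DMSO and 20 µM GW8510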
# HSP90 refold inh – HSP90 inhibitors, primary screen, cell lysate, luminescence; Rabbit reticulocyte lysate, luciferase refolding luminescence, 3 h; Heat shock protein HSP 90 (rabbit reticulocyte lysate; luciferase refolding); actives 0.91% (n = 290,000); inhibition, % at 5.6 µM;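 active = inhibition above the screen-wide mean plus 3 SD, computed separately per campaign, cut at about 16% in these data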;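 note: 0% = DMSO wells and 100% = 60 µM geldanamycin wells; inhibitors lower the luminescence because luciferase stays unfolded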
# * hit, by the source's call; nt = no result given; & = joins results of further samples. A portion of the library (hit frequency here may not be typical).
SMILES,GSK3 alpha inh,Platelet DG rel,HSF1 inh,HSF1 activator,Dyrk1A ADPGlo,KLF5 inhibitor,aSyn 5UTR inh,IEC-6 cytotox,GSK3B inh,HSP90 refold inh
CCn1c(CN2CCN(Cc3ccc(C)cc3)C(CCO)C2)nc2ccccc21 (stereo not drawn),-1,2,0,-15,6,-32,22,-1,1,0
CCN(CC)CCNC(=O)c1ccc(Sc2ccc(Cl)cc2)c(NC(C)=O)c1,-2,0,-7,-11,-3,-23,-10,2,3,-4
C#CCn1c(S(=O)(=O)Cc2ccccc2Cl)nc(-c2ccccc2)c1-c1ccccc1,-3,-10,-1,14,1,17,15,5,-3,2
Cc1ccc(C(=O)NC(C#N)=C(Cl)Cl)cc1,nt,-4,93,151*,nt,-16,-191,70*,-1,1
COc1ccccc1C(=O)CSc1nnc(-c2ccco2)o1,-1,3,50,69*,-2,-28,-25,-1,-1,-1
COCC(C)NC(=O)c1ccc(CN2CCc3ccccc3C2)cc1 (stereo not drawn),-8,0,-10,20,-3,-17,2,6,1,2
Cc1ccc(NC(=O)CSc2nc3c(cc2C#N)C(=O)CCC3)cc1S(=O)(=O)N(C)C,-2,-6,-9,-10,-2,-11,-13,-6,-2,-3
COc1cccc(OCC(O)CN2CCN(c3ccccc3)CC2)c1 (stereo not drawn),-3&0,1&7,-2&1,12&-11,-4&4,-49&-18,13&-2,-2&-2,5&4,2&-3
O=C(COc1ccccc1-c1ccccc1)N/N=C/c1cccc2ccccc12,-3,-2,-20,-14,2,5,75*,12,3,-2
Cc1ccc(NC(=O)C2CCCN(C(=O)c3ccc(Cl)cc3)C2)cc1S(=O)(=O)N1CCOCC1 (stereo not drawn),1,0,4,19,nt,7,6,-3,0,6
COCCCn1c(SCC(=O)NC2CCCC2)nnc1-c1cccs1,1,0,7,-12,-1,-8,-1,1,1,-1
COc1cc(Nc2ncnc(N)n2)cc(OC)c1,3,3,-12,-29,9,-25,11,-7,0,-3
CC(C)C(OC(=O)c1cccs1)C(=O)NC1CCCCC1 (stereo not drawn),0,-5,-3,4,3,11,2,6,0,3
N/C(=N\S(=O)(=O)c1cccs1)c1ccccc1,-2,1,-37,-50,-5,-33,-4,0,-1,12
COc1ccc(C2C3=C(CC(C)(C)CC3=O)Nc3n[nH]c(C)c32)cc1 (stereo not drawn),41,-18,8,13,3,-1,-7,-6,-33,14
CC(C)CC1NC(=O)N(Cc2cc(=O)n3ccsc3n2)C1=O (stereo not drawn),-2,11,nt,nt,0,11,27,9,1,1
O=C1C(Cl)=C(N2CCCCCC2)C(=O)N1c1ccccc1Cl,0,0,-4,-1,2,-22,10,-3,4,1
COc1ccc(Br)c2c1C(=O)CC2,-1,12,-5,3,1,-1,8,2,-5,-1
CC(C)(C)C(=O)OC/C(N)=N/OC(=O)c1ccccc1,-1,19,6,11,0,2,-14,7,0,4
COc1cc(/C=N/O)cc(Br)c1OCc1cccc(Cl)c1,0,-7,2,-24,10,-48,-9,2,1,-4
COc1ccc(CCC(=O)Nc2cccc(Cl)c2)cc1,0,0,0,6,5,-9,-18,-4,-1,0
CCOC(=O)Cn1c(-c2cccnc2Cl)nc2cc(Cl)c(Cl)cc21,-2,-3,8,34,5,-30,-35,3,2,2
CC(C)CNC(=O)c1ccc(Cl)c(N)c1,-5,-2,-10,-3,nt,-14,3,-2,3,0
O=C1C(=O)N(c2ccccn2)C(c2ccc(F)cc2)/C1=C(/O)c1ccc(Br)cc1 (stereo not drawn),0,3,-11,-32,-6,-56,-31,-5,-3,-1
O=C(Cn1ccc([N+](=O)[O-])n1)Nc1nccs1,1,-3,-2,-8,-2,-29,10,2,1,2
COc1ccc(/C=N/NC(=O)CNS(=O)(=O)c2ccc(C)cc2)cc1,-3,6,-26,-34,-1,10,-17,1,2,0
COc1ccccc1CCCNC(=O)C1CCC(=O)N(Cc2ccccc2F)C1 (stereo not drawn),1,-2,21,38,7,-139,-130,-4,-3,-7
COCCCNC(=O)c1cn(CC(C)C)c(=O)c2c1c1ccccc1n2C,-2,0,-75*,-82,1,13,2,2,-7,14
O=C(CSc1ccc(-c2nc3ccccc3[nH]2)cn1)Nc1ccc(S(=O)(=O)NC2CC2)cc1,-1,13,26,51*,5,-18,-31,-3,-2,0
Cc1ccccc1NCC(=O)N/N=C\c1ccc2c(c1)OCO2,nt,4,5,4,4,-19,-20,-1,-1,0
COc1ccccc1-c1nc2ccccc2nc1-c1ccccc1,0,-3,8,22,-1,-23,9,-3,0,3
CN(C)/C=C(\C#N)c1nc2ccccc2[nH]1,1,-7,nt,nt,0,-30,-36,-4,-1,2
CCN(CC)c1ccc(N)cc1S(=O)(=O)Nc1ccc(OC)cc1,-2,-1,-5,-12,-4,-30,9,1,2,2
CCN(C(=O)CN1C(=O)S/C(=C\C=C\c2ccccc2)C1=O)C1CCS(=O)(=O)C1 (stereo not drawn),-2,1,67,86*,nt,-33,-118,-6,6,-2
COc1cc(/C=N/Nc2nncn2N)ccc1OCc1c(C)no[n+]1[O-],-4,5,32,41,-7,-19,-45,2,3,6
CCOC(=O)c1cc(=O)[nH]c2ccccc12,0,1,-6,-1,2,-36,23,3,2,-3
O=C(Nc1cccnc1Cl)c1cc(-c2cccc(O)c2)on1,0,8,8,17,4,-30,-51,-8,0,-5
O=C(Nc1c(S(=O)(=O)c2ccccc2)csc1Br)c1ccccc1Cl,-3,7,2,26,nt,-31,-2,0,-3,0
CC(=O)c1cccc(NC(=O)C2C(c3ccccc3)C2(Cl)Cl)c1 (stereo not drawn),-2,-1,3,26,9,-18,8,0,5,-3
O=C(c1ccc(N2C(=O)C3CC=C(Cl)CC3C2=O)cc1)N1CCOCC1 (stereo not drawn),-1,8,-6,-1,-2,0,7,7,1,-6
Cc1cc(C)cc(CC2CC(=O)N(c3cc(C)on3)C2=O)c1 (stereo not drawn),3,0,0,4,-1,2,23,-2,-2,2
CC(C)OCCCNC(=O)[C@H]1N2C(=O)c3ccccc3C2SC1(C)C (stereo partly drawn),-4,-2,-10,1,-1,-27,-6,-4,-1,5
CC(C)=NNc1nc2c(c(=O)[nH]c(=O)n2C)n1CCCc1ccccc1,-3,5,-10,6,1,5,-30,3,-4,2
Cn1cccc1-c1cc(C(=O)N/N=C/c2ccc([N+](=O)[O-])cc2)[nH]n1,-2,-40,1,4,-4,-4,21,-2,-1,-1
COc1ccc(Cl)cc1Nc1nc(C)cc(C)c1C(N)=O,0,2,5,16,3,-29,7,5,4,-2
O=C(NCCc1ccccc1)C(=O)NCC1(c2ccccc2)CCCC1,0,-1,-13,-5,3,-10,-2,-1,-4,2
Nc1c(C(=O)c2ccc(Cl)cc2)sc2nsc(SCCN3CCOCC3)c12,1,-4,5,20,1,-12,-28,-4,0,2
FC(F)(F)c1ccnc(Oc2ccc(C3=NCCS3)cc2)c1,-3,12,30,46,3,-89,-169,1,0,1
CC(C)CC(=O)N(c1nnc(-c2cccnc2)s1)C1CCCC1,-1,-3,-2,-3,2,-25,0,5,2,2
CNC(=S)NNC(=O)c1ccc(=O)n(Cc2cccc(C(F)(F)F)c2)c1,6,3,-1,12,2,-6,8,2,1,-1
Cc1ccc(-n2nc3c(c2NC(=O)CCC2CCCCC2)CS(=O)C3)cc1 (stereo not drawn),-1,-7,3,7,-5,-22,12,0,-4,0
Cc1ccc(S(=O)(=O)c2nc(Nc3ccccc3C#N)sc2Cl)cc1,-2,2,-11,-12,-2,-24,-47,-3,-23,-1
Cc1cc(NC(=O)c2cc(-c3ccco3)on2)n(-c2ccccc2)n1,-1,-7,-10,2,4,9,19,-6,1,1
O=C(COc1ccccc1)NNc1c2ccccc2nc2ccccc12,4,0,-3,-1,11,-3,20,-1,3,-2

# Arranged by molecular weight (rising): some entries from above.
SMILES,GSK3 alpha inh,Platelet DG rel,HSF1 inh,HSF1 activator,Dyrk1A ADPGlo,KLF5 inhibitor,aSyn 5UTR inh,IEC-6 cytotox,GSK3B inh,HSP90 refold inh
Cc1cc(C)cc(CC2CC(=O)N(c3cc(C)on3)C2=O)c1 (stereo not drawn),3,0,0,4,-1,2,23,-2,-2,2
O=C(Nc1cccnc1Cl)c1cc(-c2cccc(O)c2)on1,0,8,8,17,4,-30,-51,-8,0,-5
FC(F)(F)c1ccnc(Oc2ccc(C3=NCCS3)cc2)c1,-3,12,30,46,3,-89,-169,1,0,1
CC(C)CC(=O)N(c1nnc(-c2cccnc2)s1)C1CCCC1,-1,-3,-2,-3,2,-25,0,5,2,2
Cc1cc(NC(=O)c2cc(-c3ccco3)on2)n(-c2ccccc2)n1,-1,-7,-10,2,4,9,19,-6,1,1
Cn1cccc1-c1cc(C(=O)N/N=C/c2ccc([N+](=O)[O-])cc2)[nH]n1,-2,-40,1,4,-4,-4,21,-2,-1,-1
O=C(COc1ccccc1)NNc1c2ccccc2nc2ccccc12,4,0,-3,-1,11,-3,20,-1,3,-2
CC(=O)c1cccc(NC(=O)C2C(c3ccccc3)C2(Cl)Cl)c1 (stereo not drawn),-2,-1,3,26,9,-18,8,0,5,-3
O=C(NCCc1ccccc1)C(=O)NCC1(c2ccccc2)CCCC1,0,-1,-13,-5,3,-10,-2,-1,-4,2
CC(C)=NNc1nc2c(c(=O)[nH]c(=O)n2C)n1CCCc1ccccc1,-3,5,-10,6,1,5,-30,3,-4,2
CC(C)OCCCNC(=O)[C@H]1N2C(=O)c3ccccc3C2SC1(C)C (stereo partly drawn),-4,-2,-10,1,-1,-27,-6,-4,-1,5
O=C(c1ccc(N2C(=O)C3CC=C(Cl)CC3C2=O)cc1)N1CCOCC1 (stereo not drawn),-1,8,-6,-1,-2,0,7,7,1,-6
Cc1ccc(-n2nc3c(c2NC(=O)CCC2CCCCC2)CS(=O)C3)cc1 (stereo not drawn),-1,-7,3,7,-5,-22,12,0,-4,0
Cc1ccc(S(=O)(=O)c2nc(Nc3ccccc3C#N)sc2Cl)cc1,-2,2,-11,-12,-2,-24,-47,-3,-23,-1
Nc1c(C(=O)c2ccc(Cl)cc2)sc2nsc(SCCN3CCOCC3)c12,1,-4,5,20,1,-12,-28,-4,0,2
